Screening results: PubChem, several laboratories
SR-BI uptake up: SR-BI HDL lipid transfer activation | activation, % at 12.5 µM | CHO ldlA[mSR-BI] cells, DiI-HDL uptake fluorescence, 3 h; 100 = double the neutral-control signal | 320,000 compounds, 0.096% hits;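 active = mean replicate activation of at least 60% and every replicate at or above 60%; inconclusive = mean or all-replicate condition met, but not both; inactive = mean below 60% and not all replicates reaching 60%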;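 note: 0% = median plate neutral-control signal and 100% = twice that signal; values of inactives mirror those of a sister screen read the other way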
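Material – SR-BI-overexpressing, LDLR-lacking CHO cells · Medium – BSA-supplemented, HEPES-buffered Ham's F12, pH 7.4 · Doses – single concentration · Times – compound with DiI-HDL co-incubation, 3 h at 37 °C · Measured by – bottom-read fluorescence, 550/595 nm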
LANA DNA inh: inhibitors of KSHV LANA C-terminal domain DNA binding | MBP-C-LANA/FAM-LBS DNA binding, fluorescence polarization | inhibition, % at 9 µM | 340,000 compounds, 0.078% hits;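 active = highest replicate inhibition at or above 60% at 9 µM, even if other replicates fall short; inactive = all replicates below 60% inhibition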;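 note: 0% = neutral control wells and 100% = 4 µM acridine orange control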
cardiac RTF act: cardiac RTF calcium sensitization. P19429+P45379. IANBD-labeled TnC RTF fluorescence at EC20 calcium; 0% EC20 calcium, 100% full calcium. activation, % at 7.2 µM. 340,000 compounds, 0.24% hits;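 active = activation above the mean over all tested compounds plus 3 SD, cut at about 30% in these data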;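 note: rise in fluorescence read as greater calcium sensitivity of cardiac thin filaments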
CAL PDZ FP-1: inhibitors of human CAL PDZ peptide binding; Q9HD26; purified CAL PDZ, TMR-peptide fluorescence polarization, 1 h; inhibition, % at 20 µM; 330,000 compounds, 0.02% hits; AID 504414;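 active = highest replicate inhibition of at least 40%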;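 note: plate controls were DMSO neutral control wells for no effect and unlabeled competitor peptide control wells for full effect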
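Control set: unlabelled peptide and DMSO controls / Material: purified CerCALP PDZ construct / Timing: 1 h incubation at room temperature before polarization reading / Doses: 20 µM, one dose / Detection: fluorescence polarization (mP)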
Cardiac RTF inh: cardiac RTF calcium desensitization. P19429+P45379. IANBD-labeled cardiac RTF, Ca2+ fluorescence. inhibition, % at 7.15 µM. 340,000 compounds, 0.12% hits;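 active = inhibition above the mean inhibition of all tested compounds plus 3 SD, cut at about 17% in these data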;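 note: assay run at fixed EC70 calcium of 1.6 mM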
PKA-R2B act: activates the human PKA-R2B holoenzyme complex; PKA-R2B holoenzyme dissociation, Cy5-IP20 fluorescence polarization; R2B truncated from residue 108, S112A mutant; 0% DMSO only, 100% 113 µM cGMP; activation, % at 11.4 µM; 340,000 compounds, 0.079% hits; AID 504700;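 active = activation above a cutoff set at the mean over all compounds plus 3 SD, cut at about 18% in these data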;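 note: higher means more holoenzyme dissociation and a rise in polarization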
Target sequence (P31323 whole entry, looked up, other chains not shown, the tested form may be a part): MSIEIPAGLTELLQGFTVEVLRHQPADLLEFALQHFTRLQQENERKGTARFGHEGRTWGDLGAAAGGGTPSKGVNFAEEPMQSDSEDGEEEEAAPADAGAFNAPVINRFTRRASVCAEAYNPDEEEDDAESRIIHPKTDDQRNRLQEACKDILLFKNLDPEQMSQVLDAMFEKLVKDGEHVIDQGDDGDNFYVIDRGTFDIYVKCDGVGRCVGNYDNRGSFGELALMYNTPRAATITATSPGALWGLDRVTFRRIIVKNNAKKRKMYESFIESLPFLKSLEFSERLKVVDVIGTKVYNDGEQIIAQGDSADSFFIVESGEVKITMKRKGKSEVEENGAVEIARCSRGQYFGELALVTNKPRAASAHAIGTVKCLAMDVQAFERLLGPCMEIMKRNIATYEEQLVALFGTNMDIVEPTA
CAL PDZ FP-2: inhibitors of human CAL PDZ peptide binding; purified CAL PDZ, TMR-peptide fluorescence polarization, 1 h; Q9HD26; inhibition, % at 24.9 µM; 300,000 compounds, 0.92% hits; AID 602252;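 active = mean inhibition of at least 30% with at least half of replicates also reaching 30%; inconclusive = no clear call, values can overlap the other calls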;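 note: 0% = DMSO neutral control and 100% = excess unlabeled competitor peptide PRC23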
DAGLB inh: diacylglycerol lipase beta (human) inhibition | AID 504411 | HEK293T DAGLB membrane lysate, EnzChek fluorogenic substrate | 340,000 compounds, 0.059% hits | inhibition, % at 5.17 µM; in the data active = inhibition above about 34%;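 note: 0% = enzyme with vehicle and 100% = wells lacking enzyme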
Rtt109 Vps75: blocks Candida albicans Rtt109/Vps75 acetyltransferase activity; Q5AAJ8; purified Rtt109/Vps75, ThioGlo CoA-SH fluorescence, 4 h; inhibition, % at 34.9 µM; 330,000 compounds, 0.16% hits;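 active = inhibition of at least 50% in every replicate; inconclusive = best replicate reaches 50% inhibition but some replicates fall short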
Target sequence (Q5AAJ8 whole entry, looked up): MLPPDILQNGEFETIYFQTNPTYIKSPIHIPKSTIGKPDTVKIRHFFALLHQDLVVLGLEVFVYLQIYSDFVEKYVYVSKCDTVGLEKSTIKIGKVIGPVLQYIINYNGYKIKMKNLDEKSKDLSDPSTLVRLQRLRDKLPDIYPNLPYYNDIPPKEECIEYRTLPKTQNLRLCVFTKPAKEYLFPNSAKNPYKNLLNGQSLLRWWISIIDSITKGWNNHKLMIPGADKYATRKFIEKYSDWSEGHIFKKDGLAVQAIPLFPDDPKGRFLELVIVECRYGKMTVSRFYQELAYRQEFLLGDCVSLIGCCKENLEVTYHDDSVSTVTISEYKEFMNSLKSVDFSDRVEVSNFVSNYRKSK
Keap1 Nrf2 FP: disrupts human Keap1 binding to Nrf2 peptide; Q14145; inhibition, % at 9.4 µM; 340,000 compounds, 0.15% hits; Keap1 Kelch-Nrf2 peptide fluorescence polarization, 1536-well; in the data active = inhibition above about 12%; inconclusive = no clear call, values can overlap the other calls; inactive = below about 7.3%;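 note: human Keap1 Kelch domain with fluorescein labeled Nrf2 9mer peptide probe; 0% = neutral control wells and 100% = peptide positive control; higher means more block of Keap1 binding to Nrf2 peptide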
* = called active by the depositor; ? = inconclusive; · = no result given. An unsorted share of the library, and some 1.6% of all compounds hit somewhere here.

SMILES	SR-BI uptake up	LANA DNA inh	cardiac RTF act	CAL PDZ FP-1	Cardiac RTF inh	PKA-R2B act	CAL PDZ FP-2	DAGLB inh	Rtt109 Vps75	Keap1 Nrf2 FP
O=C(O/N=C\c1ccc(N2CCCCC2)c([N+](=O)[O-])c1)c1cccc(C(F)(F)F)c1	6	-2.1	2	-0.1	10	2	-2	-1	-2	1
Cc1csc(NC(=O)c2ccccc2[N+](=O)[O-])n1	-14	2.9	6	-0.2	1	7	2	1	9	-1
CCN(C(=O)COC(=O)c1ccccc1Oc1ccccc1)c1c(N)n(Cc2ccccc2)c(=O)[nH]c1=O	-43	-1.1	0	-1.1	-13	-11	-1	-1	6	-5
O=C(NCCS(=O)(=O)N1CCC2(CC1)OCCO2)c1ccccc1	23	-0.3	8	-2.2	0	-14	-5	-2	8	2
COc1ccc(C(C(=O)NCc2ccccc2)N(Cc2ccc3c(c2)OCO3)C(=O)c2cnccn2)cc1 (centres undefined)	-3	-0.9	4	0.2	-7	-2	-2	0	-4	1
CC(C)(C)C(=O)Nc1ccc(C(=O)Nc2cccnc2)cc1	-22	-0.7	-2	-0.4	-1	-1	5	1	-4	-6
Cc1cc(C)nc(NC(=O)/C=C/c2ccc(Cl)cc2Cl)c1	-7	0.7	-2	-0.6	-1	4	0	-3	9	3
COc1cccc(CN(CC(=O)NC2CCCCC2)C(=O)c2csnn2)c1	·	1.1	-2	0.9	14	6	-5	-1	3	-4
O=C(NCCO)C(=O)Nc1cc2c3c(c1)CCN3C(=O)CC2	5	-0.1	-4	-1.8	-5	-2	-4	1	4	-5
CC(C)(C)c1ccc(OCC(=O)O/N=C(\N)c2ccncc2)cc1	14	1.4	-2	-0.9	-6	0	1	-1	-8	1
CCCNC(=S)N1CCC(NC(=O)c2ccc(C)cc2)CC1	-8	-5.1	-2	-0.8	-2	12	-3	1	-5	0
COc1cccc(NC(=S)/C(=C(\[O-])c2cc(C)n(-c3ccccc3F)c2C)[n+]2ccc(N(C)C)cc2)c1	-21	1.4	-6	0.3	-6	-2	-1	1	·	2
O=[N+]([O-])c1ccccc1-c1cc(-c2ccccc2O)n[nH]1	-10	-0.5	-2	-1.2	-15	4	-3	1	-5	0
CC(C)Oc1ccc(/C(O)=C2/C(=O)C(=O)N(CCN3CCOCC3)C2c2ccccc2)cc1 (centres undefined)	5	0.1	-1	-0.2	-2	-3	·	1	19	-2
Cc1nnc(SCC(=O)Nc2nccs2)n1C(C)C	8	-1.1	2	-2.1	-7	-4	-7	0	1	2
Cc1cc(NC(=O)Nc2ccc(Cl)cc2)n(-c2ccccc2)n1	-25	-0.7	-3	-1.0	-3	1	-1	0	4	4
CCn1c(-c2ccc(N(C)C)cc2)nc2ccccc21	-26	-0.3	2	-1.2	-3	-3	-5	-2	12	-1
CCOC(CNC(=O)Cn1nc(Cc2ccncc2)c2ccccc2c1=O)OCC	6	-1.0	-10	-0.7	-15	-4	-5	-4	-5	-4
S=c1nn[nH]n1C12CC3CC(CC(C3)C1)C2	-1	1.8	-6	-2.2	-6	-8	-5	4	·	4
C[C@H](NC(=O)NCCc1ccccc1)C(=O)O	18	-0.6	2	-0.7	-9	0	-2	-2	?	1
CC1=CC(C)(C)N(C(=O)CSc2nccn2C)c2cc(C)ccc21	3	2.3	-3	0.6	4	-4	-2	-2	-2	1
CN(Cc1cccnc1)Cc1cn[nH]c1-c1ccc(-c2ccccc2)cc1	·	-1.3	1	-1.0	-4	-4	0	-2	0	1
O=C(N/N=C/c1cccn1-c1ccc([N+](=O)[O-])cc1)C(O)c1ccccc1 (centres undefined)	-53	1.5	-5	-0.5	-4	-2	-1	3	-4	5
S=C(NCCc1ccccc1)Nc1ccc(Cl)cc1Cl	-29	1.9	5	0.6	4	3	-2	-6	12	-2
COc1ccc2nc(C)c(C(=O)NN)cc2c1	28	0.2	-3	-0.1	6	-8	6	-3	-6	0
O=C(COc1ccc(Cl)cc1Cl)NN1C(=O)C2C3C=CC(C3)C2C1=O (centres undefined)	9	1.1	15	-3.4	-4	-7	-2	-1	2	-3
O=[N+]([O-])c1ccc2c(c1)C(=NO)c1cc(Cl)c(Cl)cc1-2	-25	0.5	4	0.2	-1	-1	-6	-4	-4	0
CC1=NN(c2nc(-c3ccc(F)cc3)cs2)C(=O)C1	-4	2.6	1	-0.3	8	2	1	21	-1	-6
CN(CC(=O)NC1CCCCC1)S(=O)(=O)c1ccc2c(c1)c(=O)n(C)c(=O)n2C	2	0.7	5	-3.1	0	-7	-3	-1	20	-7
C=CCc1ccccc1OCC(O)CN1CCN(CCO)CC1 (centres undefined)	23	0.1	9	0.5	-11	-11	-6	-1	1	0
CCOC(=O)C1=C(C)N(C[C@@H]2CC[C@@H](Cc3ccc(-c4ccccc4)cc3)O2)C(=O)NC1c1ccc([N+](=O)[O-])cc1 (some centres undefined)	·	0.9	1	0.1	-6	-7	-2	-4	-3	-2
CN(C)c1ccc(C(=S)N2CCN(c3ccccc3)CC2)cc1	6	0.5	9	·	-2	1	50*	-9	-19	5
COc1ccccc1-n1cc(CN2CCN(CC=C(C)C)C(CCO)C2)cn1 (centres undefined)	·	0.3	2	-1.6	-12	-3	-3	-1	-4	3
Cc1nc2c(-c3ccc(F)cc3)c(C)nn2c(C)c1CCC(=O)N1CCC(Cc2ccccc2)CC1	9	-0.7	-4	-1.1	3	1	·	-9	7	-2
COc1cccc(N2C(=O)C3CC=C(Cl)CC3C2=O)c1 (centres undefined)	13	2.2	0	·	0	-4	0	-1	-3	-6
O=C(COC(=O)c1ccc[n+]([O-])c1)Nc1ccccc1OC(F)F	53	-1.1	-2	0.7	3	-4	6	5	-8	-2
CCc1ccc(N(C(=O)Cn2nnc(-c3ccccc3)n2)C(C(=O)NC2CCCCC2)c2ccccn2)cc1 (centres undefined)	-15	-0.2	4	1.1	-4	5	-4	1	0	-7
CC1CN(CC(=O)Nc2nc(-c3ccc(Cl)cc3)cs2)CC(C)O1 (centres undefined)	-43	0.5	3	-1.0	-2	-4	-6	-6	13	6
CCOC(=O)CN1C(=O)N[C@@H](c2cccc(F)c2)C(C(C)=O)=C1C	4	-0.8	-3	0.9	-21	-14	0	3	2	-2
O=C(NCCS(=O)(=O)c1ccc(Br)cc1)c1ccccc1Cl	-11	0.6	0	-1.7	-5	-6	-3	-3	-1	-5

3 of the entries above in order of the SR-BI uptake up value, smallest number first:
canonical_smiles,SR-BI uptake up,LANA DNA inh,CAL PDZ FP-1,PKA-R2B act,CAL PDZ FP-2,DAGLB inh,Rtt109 Vps75,Keap1 Nrf2 FP
CC1=NN(c2nc(-c3ccc(F)cc3)cs2)C(=O)C1,-4,2.6,-0.3,2,1,21,-1,-6
COc1cccc(N2C(=O)C3CC=C(Cl)CC3C2=O)c1 (centres undefined),13,2.2,·,-4,0,-1,-3,-6
O=C(COC(=O)c1ccc[n+]([O-])c1)Nc1ccccc1OC(F)F,53,-1.1,0.7,-4,6,5,-8,-2

The results go on:
SMILES	SR-BI uptake up	LANA DNA inh	cardiac RTF act	CAL PDZ FP-1	Cardiac RTF inh	PKA-R2B act	CAL PDZ FP-2	DAGLB inh	Rtt109 Vps75	Keap1 Nrf2 FP
O=C(Nc1ccc(C(=O)O)cc1)/C(=C\C=C\c1ccccc1)NC(=O)c1ccccc1Cl	7	0.3	-1	-4.7	2	-1	-9	3	3	-1
CC(C)OC(=O)COc1ccc(-c2ccccc2)cc1	9	0.2	-2	-0.6	-3	-4	-2	13	-7	-3
Cc1cc(C)c(S(=O)(=O)NC2CC2)c(C)c1	1	-2.9	6	-1.3	-7	1	-2	-4	-4	-5
O=C(c1ccco1)N1CCN(Cc2cc(=O)c(OCc3ccccc3F)co2)CC1	-11	0.6	2	-1.8	-19	1	0	2	-4	-1
CCOc1ccc(C)cc1S(=O)(=O)Nc1cccnc1	-2	0.2	1	0.8	-4	2	-5	0	-6	3
CCCC(C(=O)O)N1C(=O)/C(=C2\C(=O)N(C)c3ccccc32)SC1=S (centres undefined)	15	0.4	2	1.0	-15	-7	6	0	5	1
CC1(C)CC(N(Cc2ccco2)C(=O)Cc2ccccc2)CCO1 (centres undefined)	8	1.2	6	-1.3	-28	6	-3	1	-10	3
N/C(=N/O)c1ccccc1N1CCC(Cc2ccccc2)CC1	10	-1.2	-4	-3.4	1	-14	-1	-3	10	2
O=[N+]([O-])c1c(NCCCO)cc(Sc2ccc(Cl)cc2)c2nonc12	12	-0.1	5	1.0	-4	-1	·	-5	7	3
CC1(C)Cc2cccc(OCC(=O)N3CCN(S(=O)(=O)c4ccccc4F)CC3)c2O1	-16	0.7	4	-3.4	9	-18	0	-2	·	-3
CCC(CC)=NNc1cccc([N+](=O)[O-])c1	-32	1.7	4	0.5	3	0	-5	-1	1	-2
CCOC(=O)c1[nH]cnc1C(=O)Nc1cccc(Cl)c1	-5	-0.4	-2	-1.4	-4	3	1	-1	-5	3
CCOc1ccc(C(=O)NCC(=O)NCC(c2ccccc2OC)N2CCCC2)cc1 (centres undefined)	32	1.6	-8	-2.3	-3	-5	-1	2	-2	2
Cc1nn(C(C)C(=O)NCc2ccco2)c(=O)c2nn(-c3ccccc3)c(C)c12 (centres undefined)	3	-0.7	3	-1.5	3	0	-2	0	-1	-1
O=C(Cn1cnc2c(OCc3ccccc3)ncnc21)NCCN1CCOCC1	12	-1.0	-1	0.0	-7	-3	3	-3	-15	-1
Cc1noc(C)c1NC(=O)N(C)C[C@H]1Oc2c(NC(=O)c3ccncc3)cccc2C(=O)N([C@H](C)CO)C[C@@H]1C	20	-3.9	-6	0.2	-7	2	-1	-6	-2	8
Cc1ccc(S(=O)(=O)NN=C2CCN(Cc3ccccc3)CC2)cc1	10	-0.9	8	0.5	-4	0	-2	-1	4	-9
CC(=O)c1ccc(NC(=O)c2onc(C)c2Cl)cc1	-5	0.3	1	0.7	-3	-8	-2	-3	-7	-4
Cc1nnn(C23C[C@@H]4C[C@@H](CC(C(=O)N5CCN(c6ccccc6)CC5)(C4)C2)C3)n1	11	1.5	1	0.4	-11	-9	·	0	-13	-4
Cc1ccc2cc(CCNC(=O)C3CCCCC3)c(=O)[nH]c2c1C	1	0.0	4	-0.6	-1	-12	·	0	-16	2
COc1cccc(C(=O)Nc2cc(C)nn2-c2ccccc2)c1OC	2	-0.4	-5	-0.9	-25	3	-6	-1	-3	-1
Cc1ccc2c(c1)[C@H]1[C@H](CO2)[C@H](c2ccccc2)[C@]2(C)C(=O)N(C)CC(=O)N12	0	-1.6	-2	-0.3	4	5	0	-2	3	1
CC1CCCCN1CC(=O)Nc1sccc1C#N (centres undefined)	7	0.4	6	-0.4	-2	4	-6	1	-2	-3
FC(F)(F)c1cc(CCN2CCNC[C@@H]2CC2CCCCC2)cc(C(F)(F)F)c1	12	-1.3	-3	-0.7	-6	-15	2	-1	7	10
